mHTT CaM bind: mutant huntingtin-calmodulin interaction inhibitors – biochemical, AlphaScreen, primary screen. P42858. AlphaScreen His-mHTT/GST-CaM binding, luminescence. inhibition, % at 15 µM. 3.6% of 190,000 active. AID 1671202, 2021;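 also: 0% = both proteins with DMSO and 100% = one protein alone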
Pf apPOL inh: Pf-apPOL inhibitors, biochemical, fluorescence; inhibition, % at 10 µM; 0.25% of 210,000 active; Recombinant Pf-apPOL, molecular beacon fluorescence, 1.5 h
Active calls of the source: *; · = not tested or not shown; & = joins results of further samples. Rule as the data show it: active = inhibition above about 50%; inactive = the rest.

SMILES	mHTT CaM bind	Pf apPOL inh
Cn1c(Sc2cnc(=S)[nH]c2-c2ccccc2)nnc1C(F)(F)F	·	8
CCOc1cccc2cc(C(N)=O)c(=Nc3ccc(Cl)cc3)oc12	-1	6
O=C(OCc1cc(-c2cccs2)on1)c1nc2ccccc2s1	0	2
COc1cc(-c2n[nH]c(=S)n2-c2cccc(C(F)(F)F)c2)cc(OC)c1OC	·	4
N#CC1=C(SCC(=O)Nc2ccc(Br)cc2)NC(=O)CC1c1ccc(Cl)cc1 (stereo not drawn)	-2	8
c1ccc2c(c1)ncn2CCC1CCCCC1	-4&-1	-19&-1
Cc1ccc(-c2n[nH]c3c2CN(S(=O)(=O)c2cn(C)cn2)CC3)cc1	1	0
COc1ccc(OCC(=O)Nc2ccccc2I)cc1	-34	-4
O=C(Cc1ccccc1)NC(NCc1ccco1)C(Cl)(Cl)Cl (stereo not drawn)	-3	-4
Cc1ccc(C)c(NC(=O)N2CC(c3nc(C)no3)C3(CCOCC3)C2)c1 (stereo not drawn)	1	-2
COc1ccc2nc(C)cc(Nc3ccccc3OC)c2c1	2	-3
COc1ccc(C=CC(=O)C=Cc2ccc(OC)cc2)cc1	0	0
Cc1cc2[nH]c(C(=O)Nc3ccc(F)cc3F)c(CN3CCOCC3)c2s1	16	14
Cc1cccc(C)c1NC(=O)CSc1nnc(-c2ccccc2)c(-c2ccccc2)n1	4	-9
N#Cc1c(SCC(=O)N2CCOCC2)nsc1SCC(=O)N1CCOCC1	1	-2
O=C(Nc1cccc(C(F)(F)F)c1)C1CCN(S(=O)(=O)c2cccnc2)CC1	1	0
CCn1cc2c3c(cccc31)CN(C(=O)NC(C)C(=O)OC)CC2 (stereo not drawn)	8	-2
CC(C)NC(=O)NC1CCN(C(=O)C2CCCC2)C1 (stereo not drawn)	-2	-5
O=C(Nc1cccnc1Cl)c1cnn2c(C(F)(F)F)cc(-c3cccs3)nc12	-2	-4
O=c1oc2ccccc2cc1-c1cn(-c2cccc(C(F)(F)F)c2)c(=O)[nH]1	2	-7
COc1cccc(C=Nn2nnc3c(sc4nc(C)cc(C)c43)c2=O)c1	·	12
COc1ccc(Br)cc1CNC(=O)c1cnn2c3c(cnc12)CCCCCC3	-3	2
O=C(Nc1ccccc1Cl)N1CC2CC(NS(=O)(=O)c3ccccc3)C1C2 (stereo not drawn)	-2	-5
O=C(NC1CC2CC1CN2C(=O)c1ccncc1)c1ccccc1 (stereo not drawn)	0	-3
Cc1cc(=O)oc2cc(OCC(=O)Nc3ccc(Cl)cc3)ccc12	3	2
Clc1ccc(Nc2c3c(nc4ncnn24)CCC3)cc1	·	-6
Cc1nc(-c2ccc(C(N)=O)cc2)cs1	4	-5
O=C(NC1(C(Cl)(Cl)Cl)OCCO1)C(F)(F)F	-3	2
Cc1cccc(C2CCC(C(=O)NC3CC3)CN2C(=O)C2CC2)c1 (stereo not drawn)	2	-3
COC(=O)c1ccc(Cl)c(NC(=O)NCC23CC4CC(CC(C4)C2)C3)c1	-4	0
COc1ccc(N2CC(C(=O)Nc3ccc(C)c(C)c3)CC2=O)cc1 (stereo not drawn)	8	1
Cc1ccc(N2C(=O)CCC2=O)cc1Cl	0	-2
COc1cccc(C(=O)N2CCC(c3cc(N)on3)CC2)c1OC	4	-4
CC1CCC(NC(=O)C2CCCN(S(=O)(=O)N3CCCC3)C2)CC1 (stereo not drawn)	-3	-16
COc1ccc(C2CC(c3ccc(Cl)c(Cl)c3)Nc3nc(N)nn32)cc1OC (stereo not drawn)	29	2
COc1ccc(CNC(=O)CC2CCN(C(=O)c3[nH]c(C)c(C)c3C)CC2)cc1	11	-2
CCc1cccc(NC(=O)C2(C)Oc3cccnc3NC2=O)c1 (stereo not drawn)	-8	-2
CC(C)CC(=O)N1C(C(=O)NCC2CCCO2)COC12CCCC(C)C2 (stereo not drawn)	0	-2
O=C(NC(c1cccc(F)c1)c1ccc2cccnc2c1O)c1ccccc1 (stereo not drawn)	100*	-4
COc1ccc(C(=O)N2CCC3(CC2)NC(=O)c2ccccc2N3)cc1	1	-2

Next part, overlapping the part above by seven compounds.
SMILES	mHTT CaM bind	Pf apPOL inh
CC1CCC(NC(=O)C2CCCN(S(=O)(=O)N3CCCC3)C2)CC1 (stereo not drawn)	-3	-16
COc1ccc(C2CC(c3ccc(Cl)c(Cl)c3)Nc3nc(N)nn32)cc1OC (stereo not drawn)	29	2
COc1ccc(CNC(=O)CC2CCN(C(=O)c3[nH]c(C)c(C)c3C)CC2)cc1	11	-2
CCc1cccc(NC(=O)C2(C)Oc3cccnc3NC2=O)c1 (stereo not drawn)	-8	-2
CC(C)CC(=O)N1C(C(=O)NCC2CCCO2)COC12CCCC(C)C2 (stereo not drawn)	0	-2
O=C(NC(c1cccc(F)c1)c1ccc2cccnc2c1O)c1ccccc1 (stereo not drawn)	100*	-4
COc1ccc(C(=O)N2CCC3(CC2)NC(=O)c2ccccc2N3)cc1	1	-2
CC(C)S(=O)(=O)c1cccc(-c2nnc(NC(=O)c3ccc4c(c3)CCCC4)o2)c1	51*	-18
Cc1nn(C)c(C)c1CNC(=O)c1cccnc1N1CCNC(c2ccccc2)C1 (stereo not drawn)	-2	-3
CCCNC(=O)c1cnn2c1NC(c1ccc3c(c1)OCO3)CC2C(F)(F)F (stereo not drawn)	-1	-8
O=C(C1CCCC1)N1CCN(c2nc(CN3CCCCCC3)cs2)CC1	16	4
C=C(C)Cn1c(SCC(=O)NN)nnc1-c1ccc(Br)cc1	8	10
CC1CCCCN1S(=O)(=O)c1ccc(F)c(C(=O)Nc2ccc(Br)cc2)c1 (stereo not drawn)	-2	-1
COc1ccc(OC)c(S(=O)(=O)NC2CCCC(C)C2C)c1 (stereo not drawn)	-4	-3
O=C(CN(c1ccc(Cl)c(C(F)(F)F)c1)S(=O)(=O)c1ccccc1)Nc1cccnc1	35	7
COc1ccccc1OCC(=O)Nc1ccc(F)c(Cl)c1	-16	-11
O=C(COc1ccccc1)NCC(=O)Nc1nccs1	-2	-8
O=C(Oc1cccc2cccnc12)c1cccs1	·	5&-5
O=[N+]([O-])c1ccc(C2CC(C(Cl)(Cl)Cl)OS(=O)(=O)O2)cc1 (stereo not drawn)	-1	-1
COc1cc(C(=O)Nc2ccc(Cc3ccncc3)cc2)cc(OC)c1OC	7	-10
O=C(c1cccc([N+](=O)[O-])c1)c1ccc2c(c1)C(=O)N(c1cccnc1)C2=O	-1	4
COc1ccc(OC)c(S(=O)(=O)N(C)CC2(C)CCOCC2)c1	-7	-5
Cc1ccc(C(=O)N2CCCC(c3nc(CCNC(=O)C(C)C)cs3)C2)cc1 (stereo not drawn)	7	3
O=C1OCCOC2CCCc3oc(-c4ccccc4)c1c32 (stereo not drawn)	-1	-6
Cc1ccc([N+](=O)[O-])c2c3c([nH]c12)C(=NCCO)CCC3	22	1
Cc1nc(NC(=O)CSc2nnc(CCc3nc4ccccc4s3)o2)sc1C	-7	-3
CC(=O)NCc1csc(C2CCN(S(=O)(=O)c3ccc(C)cc3)CC2)n1	8	2
CC(=O)c1ccc(-c2cccc(-c3cc(=O)oc4ccc(C(C)(C)C)cc34)c2)cc1	2	-1
C=CCNC(=S)NC1c2ccccc2Oc2ccccc21	-17	·
O=S(=O)(O)c1ccc2[nH]c(=S)[nH]c2c1	·	-12
CC(=O)Nc1ccc(NC(C)=O)s1	-2	-2
Cc1cccc(NC(=O)Cc2ccc(F)cc2)n1	-1	1
O=C(O)c1cc(NC(=O)c2ccc(Br)cc2)cc(C(=O)O)c1	4	-3
COc1ccccc1NC(=O)C1CC(=O)OC12CCOC(C)(C)C2 (stereo not drawn)	4	-6
O=C(c1ccc(F)cc1)N1CCCC(c2nc(-c3ccccc3)n[nH]2)C1 (stereo not drawn)	-5	3
Cc1ccc(-c2csc(-c3cnccn3)n2)c(C)c1	·	-1&-9
O=C(NCc1cc(-c2ccco2)on1)c1ccc(=O)oc1	14	63*
CC(=O)C1=C(O)C(=O)N(CCN(C)C)C1c1ccc([N+](=O)[O-])cc1 (stereo not drawn)	2	1
Fc1ccc(Nc2nc3nonc3nc2Nc2ccc(F)cc2)cc1	40	·
O=c1c2c3c(sc2nc2c4ccccc4c(N4CCOCC4)nn12)CCC3	0	-1
O=C(CCc1ccccc1)Nc1ccc2c(N3CCOCC3)ncnc2c1	2	-4
Cc1ccc(-c2nc(-c3ccc(Cl)cc3)no2)cc1	-10	-2
Cc1cc(NS(=O)(=O)c2ccc(NC(=O)COc3ccccc3[N+](=O)[O-])cc2)nc(C)n1	11	-2
Cc1cc(F)ccc1NC(=O)Cn1cccc1-c1nnc(C2CCC2)o1	-3	-3
CCOC(=O)C1CCCN(S(=O)(=O)c2ccc(F)c(Cl)c2)C1 (stereo not drawn)	·	2
Cc1ccc(Cl)cc1NC(=O)C1CC=CCC1C(=O)O (stereo not drawn)	4	-5
CCC(=O)Nc1ccc2c(c1)CC(C(=O)NC(C)C)CO2 (stereo not drawn)	-2	2

Another view of some results above:
| SMILES | mHTT CaM bind | Pf apPOL inh |
| --- | --- | --- |
| CC(=O)Nc1ccc(NC(C)=O)s1 | -2 | -2 |
| Cc1cccc(NC(=O)Cc2ccc(F)cc2)n1 | -1 | 1 |
| O=C(O)c1cc(NC(=O)c2ccc(Br)cc2)cc(C(=O)O)c1 | 4 | -3 |
| COc1ccccc1NC(=O)C1CC(=O)OC12CCOC(C)(C)C2 (stereo not drawn) | 4 | -6 |
| O=C(c1ccc(F)cc1)N1CCCC(c2nc(-c3ccccc3)n[nH]2)C1 (stereo not drawn) | -5 | 3 |
| Cc1ccc(-c2csc(-c3cnccn3)n2)c(C)c1 | · | -1&-9 |
| O=C(NCc1cc(-c2ccco2)on1)c1ccc(=O)oc1 | 14 | 63* |

The listing picks up, repeating the 3 entries before the break.
SMILES	mHTT CaM bind	Pf apPOL inh
CCOC(=O)C1CCCN(S(=O)(=O)c2ccc(F)c(Cl)c2)C1 (stereo not drawn)	·	2
Cc1ccc(Cl)cc1NC(=O)C1CC=CCC1C(=O)O (stereo not drawn)	4	-5
CCC(=O)Nc1ccc2c(c1)CC(C(=O)NC(C)C)CO2 (stereo not drawn)	-2	2
O=C(Cc1ccccc1)Nc1cccc(NC(=O)Cc2ccccc2)n1	-4	65*
O=C(NCCc1ccc(N2CCCC2)cc1)C(=O)Nc1ccc2c(c1)OCCO2	0	5
Cc1ccc(NC(=O)C2CCN(S(=O)(=O)c3ccc(Br)s3)CC2)cc1Cl	-22	-1
Cc1ccsc1C(=O)N1CCC2(CC1)NC(=O)N(Cc1ccc(Cl)cc1)C2=O	39	-5
N#Cc1ccc(C(=O)NCc2[nH]nc3ccccc23)cc1	64*	0
CCn1ccc2sc(C)c(C(=O)N3CCC(C)CC3)c2c1=O	6	-2
CC(C)CN1CCn2cc(C(=O)N3CCN(c4cccc(Cl)c4)CC3)nc2C1	86*	-1
O=C(c1ccsc1)N1CCN(c2[nH]ncc2-c2ccccc2)CC1	63*	-2
O=C(CSc1nnc(-c2ccco2)c(-c2ccco2)n1)N1CCc2ccccc2C1	93*	1
CCCn1c(SCc2nc3ccc([N+](=O)[O-])cc3[nH]2)nc2ccccc21	8	-5
COC(=O)c1sccc1S(=O)(=O)Nc1ccc(N2CCN(C)CC2)cc1	·	-1
O=C(O)CCSc1nccn1Cc1ccccc1	-8	0
O=C(Nc1ccc(Cl)cc1Cl)c1ccc(NC(=O)c2cccs2)cc1	1	-8
Cc1cc(C2C(C#N)=C(N)N(c3cc([N+](=O)[O-])ccc3C)C3=C2C(=O)CCC3)c(C)s1 (stereo not drawn)	33	-3
Cc1nc(SCC(=O)c2ccc3c(c2)OCCO3)c2c3c(sc2n1)CCCC3	1	2
Clc1ccc(N2CCC(c3ccncc3)CC2)nn1	-9	-1
CCOC(=O)CNC(=O)N1CCc2nc(-c3ccc(F)cc3)ncc2C1	-5	-5
COc1ccc2nc(Cl)c(C3CC(c4ccc(Cl)cc4)=NN3C(C)=O)cc2c1 (stereo not drawn)	-7	-9
CN1c2cc(C(=O)NC3CCN(Cc4ccccc4)CC3)ccc2C(=O)N2CCCCC21 (stereo not drawn)	3	-3
Cc1ccccc1CN1[C@H](C)[C@@H](c2ccccc2)Oc2c(Cl)cccc2S1(=O)=O	-9	-7
Cc1ccc(CNC(=O)c2cc(-c3ccncc3)cn2C)o1	0	1
COc1ccc(-n2nc3cc(C)c(NC(=O)c4ccc(Br)o4)cc3n2)cc1	-4	-9
O=C(Nc1cc(Cl)c(Cl)cc1Cl)c1ccc(Cl)cc1Cl	-4	-1
COc1cccc(C2=N/C(=C\C=C\c3ccccc3OC)C(=O)O2)c1	12	0
COc1cccc(NC(=O)N2CCC3(CC2)NC(=O)c2ccc(F)cc2N3C)c1	-3	-2
CCC1=NN(C(=O)c2ccc([N+](=O)[O-])cc2)C(O)(c2ccccc2)C1 (stereo not drawn)	48	-3
Nc1nc2c(ncn2[C@@H]2O[C@H](CO)[C@@H](O)[C@@H]2O)c(=O)[nH]1	·	10
Cc1cccc(CN2C(=O)CCc3c(C)nc(-c4ccncc4)nc32)c1	-6	4
COc1ccc2cc(CCNC(=O)C34CC5CC(CC(C5)C3)C4)c(=O)[nH]c2c1	8	-2
O[C@H]1C[C@H](c2ccc(Cl)cc2)N(Cc2cccs2)C[C@@H]1n1cc(-c2ccc(F)cc2)nn1	100*	-2
CCCCN(C)Cn1[nH]c(=O)ccc1=O	-4	·
CCC(=O)N1CCc2cc(Br)cc(S(=O)(=O)Nc3ccc(C)cc3C)c21	6	-2
CC(NC(=O)Cc1ccc([N+](=O)[O-])cc1)c1ccccc1 (stereo not drawn)	·	-4
CC(C)C[C@@H]1COc2cc(Br)ccc2S(=O)(=O)N1Cc1cn(Cc2ccc(C(F)(F)F)cc2)nn1	1	1
O=C(NCCC1CCN(C(=O)Nc2cccc(Cl)c2)CC1)Nc1ccccc1	2	0
COc1ccc(C2=N/C(=C\c3ccc(N(C)C)cc3)C(=O)O2)cc1OC	3	-2
COc1cccc(CN2CCC(C(=O)NCCCN3CCOCC3)CC2)c1O	3	-4
O=C(Cn1cnc([N+](=O)[O-])n1)Nc1ccc(Cl)c(Cl)c1	-2	10
COc1ccc(-c2nc3c(c(=O)[nH]2)CCN(C(=O)CC(C)C)C3)cc1	0	5
Cc1cc(Br)ccc1OCc1nc(-c2cccnc2)no1	-6	-5
